aSyn yeast rescue – qHTS of alpha-syn Inhibitors: NCGC Sytravon Library Screen; 94,000 tested, 0.02% active; S. cerevisiae alpha-synuclein toxicity rescue, BacTiter-Glo growth, 24 h; AID 1347070, 2019; Potency, µM (series often up to 46.1 µM), for the others: at the top dose growth rescue (activation), most hits filed as activators; active means well fitted activation curve with a large enough effect; inconclusive means small, poorly fitted or top-dose-only effect; further: 0% is about no effect
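Growth restoration measured by BacTiter-Glo luminescence after 24 hr at 30 deg C; alpha-synuclein yeast, raffinose-pregrown to mid-log, were added at OD600=0.02 in galactose medium onto pinned compounds.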
Starred values were filed as active, the others as inactive; ? = inconclusive; [ ] = another dose, or the depositor's remark. Potency means the concentration at half of the fitted maximal effect. Only part of the results is shown; rates above refer to the full screens.

SMILES	aSyn yeast rescue
Cc1ccc(NC(=O)CSc2nnc(C)c(=O)n2N)cc1	-1%
COc1ccc(S(=O)(=O)N(CCc2ccccc2)CC(=O)NCc2ccc(C)cc2)cc1	4%
O=C(CCS(=O)(=O)c1cc(Br)cc2c1N(C(=O)C1CC1)CC2)N1CCN(c2ccc(F)cc2)CC1	-4%
CC12CCC(=O)N1C(C(=O)Nc1ccc(SC(F)F)cc1)CS2 (stereo unspecified)	10%
Cc1ccccc1OCC(=O)NCCS(=O)(=O)N1CCN(c2ccc(F)cc2)CC1	17%
CC(=O)C(=Cc1ccc(O)cc1)C(C)=O	-2%
COc1ccccc1OCC(=O)N(Cc1ccc(N(C)C)cc1)CC1CCCO1 (stereo unspecified)	-1%
COc1cccc(NC(=O)Cn2c(=O)n(-c3cccc(OC)c3)c(=O)c3sc4ccccc4c32)c1	-7%
Cc1nn(Cc2ccc([N+](=O)[O-])cc2)c(=O)n1-c1ccc(Cl)cc1	6%
CC1CCN(CCOc2ccccc2-c2ccccc2)CC1	6%
N#C/C(=C\c1c[nH]c2ccccc12)C(N)=O	0%
COc1ccc2c(c1)CC/C(=C/c1ccco1)C2=O	-9%
C[C@@H]1CN([C@@H](C)CO)C(=O)CCCn2cc(nn2)CO[C@H]1CN(C)S(=O)(=O)c1ccc2ccccc2c1	-4%
Oc1ccc(-c2n[nH]c(C(F)(F)F)c2-c2ccccc2)c(O)c1	-3%
O=C(Nc1sc2c(c1C(=O)N1CCOCC1)CCCCC2)c1cccnc1	0%
CCc1ccccc1NC(=O)CSc1ncc2c(n1)-c1ccccc1N(Cc1ccc(C)cc1)S2(=O)=O	0%
Cc1ccc2nc(CSc3nnc(NC(=O)COc4ccccc4)s3)cc(=O)n2c1	-2%
CC1(C)CN(Cc2ccccc2)C(=O)[C@H]1CC(=O)Nc1ccccc1	7%
CSc1cccc(N/C(=N/S(=O)(=O)c2ccccc2)NN)c1	10%
O=C(CN1CCN(S(=O)(=O)/C=C/c2ccccc2)CC1)Nc1ccccc1N1CCOCC1	0%
Cc1cc(F)ccc1NC(=O)CCSc1nc(-c2ccco2)cc(C(F)(F)F)n1	0%
COc1ccc(C(=O)NNC2=NS(=O)(=O)c3ccccc32)cc1OC	7%
COC(=O)c1ccc(N/C=C\C(=O)c2ccc3c(c2)OCO3)cc1	-1%
COc1cc(NC(=O)c2cc3nc(-c4ccc(C)cc4)cc(C(F)(F)F)n3n2)cc(OC)c1OC	-2%
CC(C)c1cc(C(=O)N(C)C2CCCN(Cc3ccccc3F)C2)n(C)n1 (stereo unspecified)	-9%
Cc1ccccc1C(=O)OCC(=O)N(C)c1c(N)n(Cc2ccccc2)c(=O)[nH]c1=O	-1%
O=C(NCCc1c[nH]c2ccccc12)c1ccc([N+](=O)[O-])o1	5%
Cc1cc(S(=O)(=O)Nc2ccc3c(c2)COC3=O)ccc1F	-13%
CC(=O)Nc1ccc(S(=O)(=O)Nc2cccc(-c3cn4cccnc4n3)c2)cc1	11%
Cc1ccccc1N(C(=O)Cn1nnc(-c2ccc(F)cc2)n1)C(C(=O)NC(C)(C)C)c1ccncc1 (stereo unspecified)	-2%
Cc1nc(Nc2ccc(Cl)cc2)cc(-c2ccccc2)n1	-35%[inhibitor]
COc1ccccc1CNC(=O)c1ccc(CS(=O)(=O)c2ccccc2)o1	10%
CCOc1ccc(-n2nc3ccc(NC(=O)c4cccc(F)c4)cc3n2)cc1	7%
CC(C)C1C(=O)N(Cc2cn(CCC3OCCO3)nn2)CCS(=O)(=O)N1Cc1ccc(-c2ccccc2)cc1 (stereo unspecified)	7%
Cc1cccc(N2CCN(C(=O)C3CCCN(S(=O)(=O)c4c(C)noc4C)C3)CC2)c1C (stereo unspecified)	-2%
COC(=O)c1ccccc1NC(=O)CN(c1ccccc1OC)S(C)(=O)=O	-7%
CCCc1c(C(=O)N/N=C(\C)c2ccccn2)nnn1-c1nonc1N	26%
CC1CCC2(CC1)NC(=O)N(CC(=O)NC(=O)Nc1ccc3c(c1)OCCO3)C2=O (stereo unspecified)	-5%
COc1cc(-c2onc3ccc(Br)cc23)cc(OC)c1OC	-8%
CCC(C(=O)OCC(=O)NC(=O)c1ccccc1OC)c1ccccc1 (stereo unspecified)	8%
COC(=O)c1ccc(C2c3c(-c4ccccc4O)n[nH]c3C(=O)N2Cc2cccnc2)cc1 (stereo unspecified)	-2%
CN(C)/C=C/C1=CC(=O)CC(C)(C)C1	-5%
Cc1ccc2oc(-c3cccc(NC(=O)c4cccc5c(Cl)cccc45)c3)nc2c1	6%
Cc1csc(=O)n1CC(=O)OCC(=O)Nc1ccc(Cl)cc1F	2%
COc1ccc(C(=O)Nc2ncccc2C)cc1S(=O)(=O)N1CCCc2ccccc21	2%
CCc1nc2ccc(C(=O)N3CCN(c4cc(Cl)ccc4C)CC3)cc2nc1CC	-2%
CCc1ccc(OCC(=O)Nc2ccc3oc(-c4ccc(OC)cc4)nc3c2)cc1	-10%
CCCCn1c(SCC(=O)Nc2ccc(OCC)cc2)nc2ccsc2c1=O	-8%
O=c1cc(N2CCN(c3ccc(F)cc3)CC2)[nH]c(=O)n1-c1cccc(Br)c1	-1%
Cc1ccc2nc3c(cc(C(=O)NC4CCCCC4)c(=N)n3C3CCCCC3)c(=O)n2c1	-4%
Further entries follow:
SMILES	aSyn yeast rescue
COc1ccc(NC(=O)N(C)[C@H]2C[C@H]3c4[nH]c5ccc(-c6ccc7c(c6)OCO7)cc5c4CCN3C[C@H]2[C@H](C)O)cc1	-11%
CCOC(=O)c1nnn(C(CC)C(=O)Nc2c(C)cccc2C)c1C(=O)OCC (stereo unspecified)	-12%
CC(NS(=O)(=O)c1ccc(Br)cc1F)[C@H](O)c1ccccc1 (stereo partly specified)	3%
O=C(Nc1ccccc1C(=O)N1CCCCCC1)c1ccc(Cl)cc1	9%
COc1cccc(CNC(=O)CCn2cnc3ccccc3c2=O)c1	-7%
O=C(NCC(=O)N1CCN(S(=O)(=O)/C=C/c2ccccc2)CC1)c1ccc(Cl)cc1	1%
CCCCn1c(SCC(=O)OCC)nc2c1c(=O)[nH]c(=O)n2C	-3%
CCOc1ccccc1NC(=O)NCCn1c(=O)oc2ccc(C)cc21	-7%
CCOc1ccc(NC(=S)NNC(=S)Nc2cccc(C(F)(F)F)c2)cc1	-7%
Cc1ccc([C@H]2C[C@@H](n3cc(-c4ccc(F)cc4)nn3)[C@H](O)CN2C(=O)C2CCCCC2)cc1	-4%
N/C(=N\OC(=O)C12CC3CC(CC(C3)C1)C2)c1ccccn1	-7%
COc1ccccc1N1CCN(C(=O)NCc2ccc(Cl)cc2)CC1	11%
Cc1cccc(C)c1-n1ncc(C(=O)N2CCN(c3ccccn3)CC2)c1C1CCN(C(=O)OC(C)(C)C)CC1	8%
COc1ccc(CN2CCc3nc(N4CCN(c5ccc(F)cc5)CC4)ncc3C2)c(OC)c1OC	4%
Cc1oc(-c2ccccc2F)nc1CS(=O)CC(=O)NC1CCCCC1 (stereo unspecified)	-5%
COc1ccc(Nc2nc3c(S(=O)(=O)c4ccccc4)nnn3c3ccc(Cl)cc23)cc1OC	-10%
O=C(Cc1ccc([N+](=O)[O-])cc1)N1CCCc2ccccc21	13%
Cc1ccc(-n2ncc3c(N4CCCCC4)ncnc32)cc1	-5%
CCOc1ccc(CNC(=O)C2CCCCN2S(=O)(=O)c2ccc(F)cc2)cc1OC (stereo unspecified)	0%
O=C(Nc1ccc(OC(F)(F)F)cc1)c1nc2ccccc2nc1N1CCCCC1	-11%
CC(=O)/C=C(\C)Nc1c(C)n(C)n(-c2ccccc2)c1=O	-13%
CCCCCCN1C[C@H](O)[C@@H](n2cc(COC(=O)c3ccccc3)nn2)C[C@@H]1c1ccc(Cl)cc1	-28%
CCOc1ccc(NC(=O)CSc2nc(-c3cccs3)cc(C(F)(F)F)c2C#N)cc1	3%
CCOC(=O)c1c(NC(=O)CN2C(=O)c3ccccc3C2=O)sc(Cc2ccc3c(c2)OCO3)c1C	-3%
COc1cccc(CC2CC(=O)N(c3ccc4c(C)cc(=O)oc4c3)C2=O)c1 (stereo unspecified)	-5%
Cc1noc(NC(=O)c2ccc(Cl)cc2)c1Cl	-7%
CCOC(=O)c1sc2ncn(CC(=O)Nc3cc(Cl)ccc3C)c(=O)c2c1C	-5%
O=C(CCn1c(=O)c2cccn2c2cccnc21)N1CCN(c2ccc(Cl)cc2)CC1	-1%
Clc1cccc(Cl)c1/C=N/Nc1c(Cl)cncc1Cl	8%
COc1cccc(C(=O)c2ncc(C(F)(F)F)cc2Cl)c1	-8%
Cc1ccc(CCNC(=O)Cn2c(-c3cccs3)cc3ccccc32)cc1	-9%
CCOC(=O)c1sc2ccccc2c1S(=O)(=O)N1CCN(c2cc(C)ccc2C)CC1	9%
O=C(Nc1ccc(F)cc1F)c1cc(-c2ccc3c(c2)OCO3)on1	-7%
C#CC(=O)N(c1ccc(OC)cc1OC)C(C(=O)NC1CCCC1)c1cccs1 (stereo unspecified)	-3%
CCC(C(=O)NCCc1ccccc1)n1nc(C)c2sc3ccccc3c2c1=O (stereo unspecified)	?
CCn1c2ccccc2c2cc(NC(=O)CN3CCCC3)ccc21	4%
O=C1OC(CCl)CN1Cc1ccc([N+](=O)[O-])cc1 (stereo unspecified)	-4%
COc1cccc2c1cc1c(=O)n(CC(=O)O)nc(C)n12	4%
O=C(NCCc1c[nH]c2ccccc12)c1ccc2c(c1)OCO2	-1%
CC1CCCN(c2cc3c(cc2F)c(=O)c(S(=O)(=O)c2cccc(Cl)c2)cn3C)C1 (stereo unspecified)	4%

Structures shown so far with a tert-butyl group:
SMILES	aSyn yeast rescue
Cc1ccccc1N(C(=O)Cn1nnc(-c2ccc(F)cc2)n1)C(C(=O)NC(C)(C)C)c1ccncc1 (stereo unspecified)	-2%
Cc1cccc(C)c1-n1ncc(C(=O)N2CCN(c3ccccn3)CC2)c1C1CCN(C(=O)OC(C)(C)C)CC1	8%

29 entries from above, with bars between the fields:
compound | aSyn yeast rescue
COc1ccccc1N1CCN(C(=O)NCc2ccc(Cl)cc2)CC1 | 11%
Cc1cccc(C)c1-n1ncc(C(=O)N2CCN(c3ccccn3)CC2)c1C1CCN(C(=O)OC(C)(C)C)CC1 | 8%
COc1ccc(CN2CCc3nc(N4CCN(c5ccc(F)cc5)CC4)ncc3C2)c(OC)c1OC | 4%
Cc1oc(-c2ccccc2F)nc1CS(=O)CC(=O)NC1CCCCC1 (stereo unspecified) | -5%
COc1ccc(Nc2nc3c(S(=O)(=O)c4ccccc4)nnn3c3ccc(Cl)cc23)cc1OC | -10%
O=C(Cc1ccc([N+](=O)[O-])cc1)N1CCCc2ccccc21 | 13%
Cc1ccc(-n2ncc3c(N4CCCCC4)ncnc32)cc1 | -5%
CCOc1ccc(CNC(=O)C2CCCCN2S(=O)(=O)c2ccc(F)cc2)cc1OC (stereo unspecified) | 0%
O=C(Nc1ccc(OC(F)(F)F)cc1)c1nc2ccccc2nc1N1CCCCC1 | -11%
CC(=O)/C=C(\C)Nc1c(C)n(C)n(-c2ccccc2)c1=O | -13%
CCCCCCN1C[C@H](O)[C@@H](n2cc(COC(=O)c3ccccc3)nn2)C[C@@H]1c1ccc(Cl)cc1 | -28%
CCOc1ccc(NC(=O)CSc2nc(-c3cccs3)cc(C(F)(F)F)c2C#N)cc1 | 3%
CCOC(=O)c1c(NC(=O)CN2C(=O)c3ccccc3C2=O)sc(Cc2ccc3c(c2)OCO3)c1C | -3%
COc1cccc(CC2CC(=O)N(c3ccc4c(C)cc(=O)oc4c3)C2=O)c1 (stereo unspecified) | -5%
Cc1noc(NC(=O)c2ccc(Cl)cc2)c1Cl | -7%
CCOC(=O)c1sc2ncn(CC(=O)Nc3cc(Cl)ccc3C)c(=O)c2c1C | -5%
O=C(CCn1c(=O)c2cccn2c2cccnc21)N1CCN(c2ccc(Cl)cc2)CC1 | -1%
Clc1cccc(Cl)c1/C=N/Nc1c(Cl)cncc1Cl | 8%
COc1cccc(C(=O)c2ncc(C(F)(F)F)cc2Cl)c1 | -8%
Cc1ccc(CCNC(=O)Cn2c(-c3cccs3)cc3ccccc32)cc1 | -9%
CCOC(=O)c1sc2ccccc2c1S(=O)(=O)N1CCN(c2cc(C)ccc2C)CC1 | 9%
O=C(Nc1ccc(F)cc1F)c1cc(-c2ccc3c(c2)OCO3)on1 | -7%
C#CC(=O)N(c1ccc(OC)cc1OC)C(C(=O)NC1CCCC1)c1cccs1 (stereo unspecified) | -3%
CCC(C(=O)NCCc1ccccc1)n1nc(C)c2sc3ccccc3c2c1=O (stereo unspecified) | ?
CCn1c2ccccc2c2cc(NC(=O)CN3CCCC3)ccc21 | 4%
O=C1OC(CCl)CN1Cc1ccc([N+](=O)[O-])cc1 (stereo unspecified) | -4%
COc1cccc2c1cc1c(=O)n(CC(=O)O)nc(C)n12 | 4%
O=C(NCCc1c[nH]c2ccccc12)c1ccc2c(c1)OCO2 | -1%
CC1CCCN(c2cc3c(cc2F)c(=O)c(S(=O)(=O)c2cccc(Cl)c2)cn3C)C1 (stereo unspecified) | 4%

Next section:
SMILES	aSyn yeast rescue
CN(Cc1ccc(F)cc1)S(=O)(=O)c1ccc2[nH]c(=O)[nH]c2c1	-1%
O=C(NN=C1CCCCCC1)C(=O)Nc1cccc(Br)c1	-4%
CCN=c1scc(C)n1/N=C/c1cc(Br)c(O)c(Br)c1	-33%[inhibitor]
COc1ccc(OC)c(N(C(=O)c2ccco2)C(C(=O)NC2CCCC2)c2cc(OC)c(OC)c(OC)c2)c1 (stereo unspecified)	4%
Cc1cccc(NC(=O)c2ccc3nc(C(C)C)oc3c2)c1C	-4%
CCOc1ccc2nc(N3CCC(C(=O)Nc4ccc(Br)cc4F)CC3)sc2c1	-8%
CC(C)COc1ccc(N)cc1OCC(C)C	1%
CNC(=S)NNC(=O)c1ccccc1Br	7%
Cc1cc(Oc2nc3ccccn3c(=O)c2/C=C(\C#N)c2nc3ccccc3s2)ccc1Cl	6%

Assay outcomes from PubChem BioAssay.
